From PubChem
GIRK2 act – activators of NPY4-receptor-primed GIRK2 channels, summary, cell-based, HEK293, thallium flux. activation (% efficacy), % for hits at 37.5 µM. G protein-activated inward rectifier potassium channel 2 (Homo sapiens), P48051. 34,000 tested, under 10 active. AID 1259324, 2017. HEK293 GIRK2/NPY4 cells, thallium flux fluorescence;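 active means primary screen hit, no activity in plain HEK293 cells, and in GIRK2-only cells above 5% efficacy rising with concentration; inactive means the rest, including fluorescent compounds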;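 further: efficacy is normalized control-subtracted fluorescence 15 s after thallium addition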
Target sequence (P48051 whole entry, looked up): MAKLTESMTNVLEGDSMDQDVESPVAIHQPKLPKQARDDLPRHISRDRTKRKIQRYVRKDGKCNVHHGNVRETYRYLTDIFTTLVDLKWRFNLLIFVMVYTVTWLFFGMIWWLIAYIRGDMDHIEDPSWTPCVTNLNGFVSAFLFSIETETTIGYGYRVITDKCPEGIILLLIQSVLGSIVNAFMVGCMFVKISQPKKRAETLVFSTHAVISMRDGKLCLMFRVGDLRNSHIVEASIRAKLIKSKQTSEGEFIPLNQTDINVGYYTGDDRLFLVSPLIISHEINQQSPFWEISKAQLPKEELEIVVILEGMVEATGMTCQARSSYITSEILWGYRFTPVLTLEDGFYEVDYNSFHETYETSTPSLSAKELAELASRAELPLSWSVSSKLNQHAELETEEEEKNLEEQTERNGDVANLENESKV
Calls only; i = inactive.

Structure | GIRK2 act
CN(c1ccsc1C(=O)Nc1ccccc1F)S(=O)(=O)c1ccccc1 | i
COc1cccc(-c2cc(CC(=O)N3CCC(C(N)=O)CC3)no2)c1 | i
O=C(CCCn1nc(-c2ccco2)ccc1=O)Nc1cccc(F)c1 | i
O=C(Nc1nccs1)c1nn(-c2ccc(F)cc2)cc1OCc1ccc(F)cc1 | i
CCn1nnc2c(N3CCN(C(=O)c4ccccc4)CC3)ncnc21 | i
CC(C)(C)NC(=O)N1CCC(CNC(=O)C(=O)Nc2cccnc2)CC1 | i
CCOC(=O)c1oc2ccccc2c1NC(=O)c1ccnn1C | i
O=C(NCCn1nc(-c2ccco2)ccc1=O)C(=O)Nc1cccnc1 | i
COc1ccc(N2CC(C(=O)Nc3nn(C)c4c3CC(C)C(=O)N4)CC2=O)cc1 (stereo not drawn) | i
O=C(NCCC1=CCCCC1)c1ccc(S(=O)(=O)NC2CC2)o1 | i
COC(=O)c1ccc(NC(=O)CSc2ccc(NC(=O)C3CC3)nn2)cc1 | i
O=C(NCCn1nc(-c2ccccc2)ccc1=O)Nc1ccc2c(c1)OCO2 | i
O=C(c1cccs1)N1CCCSCC1CN1CCOCC1 (stereo not drawn) | i
O=C(NCC(c1cccc2ccccc12)N1CCOCC1)c1cccc(Br)c1 (stereo not drawn) | i
COc1ccc(Cl)cc1NC(=O)CCc1sc(C)nc1-c1cccs1 | i
COc1ccc(C2(CNC(=O)C(=O)Nc3cc(Cl)ccc3OC)CCCC2)cc1 | i
CCCN1C(=O)NC2(CCN(C(=O)Nc3ccc(OC)cc3)CC2)C1=O | i
O=C(CS(=O)(=O)Cc1ccccc1)N1CCCc2ccccc21 | i
Cc1nc2sccn2c(=O)c1NC(=O)Nc1ccc(F)c(Cl)c1 | i
CC(=O)N1CCC(c2nnc(-c3ccc(F)cc3)o2)CC1 | i

The closing six entries of the section before come first, to join the parts.
Structure | GIRK2 act
COc1ccc(Cl)cc1NC(=O)CCc1sc(C)nc1-c1cccs1 | i
COc1ccc(C2(CNC(=O)C(=O)Nc3cc(Cl)ccc3OC)CCCC2)cc1 | i
CCCN1C(=O)NC2(CCN(C(=O)Nc3ccc(OC)cc3)CC2)C1=O | i
O=C(CS(=O)(=O)Cc1ccccc1)N1CCCc2ccccc21 | i
Cc1nc2sccn2c(=O)c1NC(=O)Nc1ccc(F)c(Cl)c1 | i
CC(=O)N1CCC(c2nnc(-c3ccc(F)cc3)o2)CC1 | i
O=C(Nc1nc2ccccc2s1)C1CN(C(=O)c2cnccn2)C1 | i
O=C(CN1CCN(C(=O)N2CCOCC2)CC1)Nc1ccc(F)cc1 | i
N#Cc1ccc(Cl)cc1NC(=O)CN1C(=O)c2ccccc2S1(=O)=O | i
COc1ccccc1-n1nnc(C(=O)Nc2ccccc2SC)c1C | i
O=C(NCCn1nc(-c2ccccc2)ccc1=O)Nc1ccccc1F | i
COc1ccc(S(=O)(=O)NCc2cccnc2)cc1N(C)S(=O)(=O)c1ccc(Cl)cc1 | i
Cn1nc(C2CCCN(C(=O)CSc3ccc(F)cc3)C2)n(-c2ccccc2)c1=O (stereo not drawn) | i
O=C(CSc1nc(=O)n(CCO)c2c1CCC2)Nc1ccc(F)c([N+](=O)[O-])c1 | i
O=C(Nc1ccccn1)c1ccc(S(=O)(=O)NC2CC2)cc1 | i
CC1CN(C)CCN1CC1CCN(C(=O)CCCc2ccccc2)CC1 (stereo not drawn) | i
Cn1cccc1C(O)CNC(=O)C1CCCCC1 (stereo not drawn) | i
Cc1cc(C(=O)N2CC(C(=O)NC3CC3)C2)no1 | i
COC(=O)c1ccc(NC(=O)CSc2nc3c(-c4ccccc4)c[nH]c3c(=O)n2C)cc1 | i
Cc1cc(-c2nnc(NC(=O)Cc3ccc4c(c3)OCO4)o2)nn1C | i
COc1ccc2nc(-c3cccc(NC(=O)C4CCCCC4)c3)cn2n1 | i
O=C(NCCCn1nc(-c2cccs2)ccc1=O)c1ccc(F)cc1 | i
Cc1nc(-n2cccc2)sc1C(=O)N1CCSCC1 | i
Cc1cc(N2CCN(C(=O)COc3ncccn3)CC2)nc(N2CCCCC2)n1 | i
Cc1cccc(NC(=O)NCCOc2ccc(-c3cccs3)nn2)c1 | i
O=C(Cc1cccc2ccccc12)NCC1(O)CCCC1 | i

Some of the entries above, set out differently:
O=C(Cc1cccc2ccccc12)NCC1(O)CCCC1
  GIRK2 act: i

COc1ccccc1-n1nnc(C(=O)Nc2ccccc2SC)c1C
  GIRK2 act: i

Further structures follow:
Structure | GIRK2 act
CCc1ccc(/C=C/C(=O)Nc2nnc(C)s2)cc1 | i
COc1cccc(CCNC(=O)c2csc(NS(=O)(=O)c3ccccc3)n2)c1 | i
Cc1cc(C)c(C(=O)NCC2CCN(Cc3cccs3)CC2)c(C)c1 | i
COc1cn(CC(=O)NCCc2ccccc2)c(CN2CCCCC2)cc1=O | i
Cc1nc(N2CCN(C(=O)Nc3cccc(F)c3C)CC2)cc(-n2ccnc2)n1 | i
Cc1ccc(-n2ccnc2N2CCN(C(=O)c3ccc4ccccc4c3)CC2)cc1 | i
O=S(=O)(NCC(O)(c1cccs1)C1CC1)c1cccc2ccccc12 (stereo not drawn) | i
O=C(NCCC(c1ccccc1)c1ccccc1)C(=O)Nc1ccccc1F | i
Cn1cccc1C(CNC(=O)c1ccc(F)cc1Cl)N1CCOCC1 (stereo not drawn) | i
O=C(Nc1ccc(CC(=O)N2CCCC2)cc1)c1ccc(Cl)cc1 | i
COc1cccc(-c2nnc3ccc(OCCNC(=O)c4c(OC)cccc4OC)nn23)c1 | i
COc1ccc(-n2nnc(C(=O)NCCO)c2C(C)C)cc1 | i
COc1cccc(CC(=O)NCC2CCN(Cc3ccccc3SC)CC2)c1 | i
CCOc1ccccc1S(=O)(=O)N1CC(c2nc(-c3cccc(C(=O)NC)c3)no2)C1 | i
CC(C)(C)n1ncc2c(=O)n(NC(=O)c3cc(=O)c4ccccc4o3)cnc21 | i
COc1ccc(OC)c(S(=O)(=O)Nc2ccc(Br)cc2C)c1 | i
COc1ccc(S(=O)(=O)NCCCN2CCOC(c3ccccc3)C2)cc1OC (stereo not drawn) | i
COc1ccc(NC(=O)Cn2c(C)nc3c(sc4cccc(F)c43)c2=O)cc1Cl | i
CSc1cccc(NC(=O)C2CCCN(c3cc(-n4nc(C)cc4C)ncn3)C2)c1 (stereo not drawn) | i
O=C(C1CC1)N(CCc1ccccc1)Cc1ccccn1 | i
Cc1nnc(NC(=O)CSc2ccc(NC(=O)c3ccccc3)nn2)s1 | i
CCN1CCN(C(=O)c2cc(-c3ccccc3)nc3c2c(C)nn3C2CCS(=O)(=O)C2)CC1 (stereo not drawn) | i
Cc1cc(F)ccc1S(=O)(=O)NCC(C)(O)c1ccc2c(c1)OCO2 (stereo not drawn) | i
C=CCc1c(C)nc2c(-c3ccccc3)cnn2c1NCCCN1CCOCC1 | i
COc1ccc(NC(=O)/C(C#N)=C/N2CCN(Cc3ccccc3)CC2)cc1 | i
NC(=O)CSc1nc(-c2ccccc2)c(NC(=O)c2ccco2)s1 | i
CC1Cc2c(NC(=O)Cc3noc4ccccc34)nn(C)c2NC1=O (stereo not drawn) | i
CCc1ccc(S(=O)(=O)Nc2ccc3c(c2)N(C(=O)c2ccco2)CC3)s1 | i
COc1ccc(C)cc1NC(=O)c1ccc(=O)n(Cc2cccc(C)c2)c1 | i
CCOC(=O)N1CCC(NC(=O)C(=O)Nc2ccc(C(F)(F)F)cc2)CC1 | i
CS(=O)(=O)N1CCCC(C(=O)Nc2ccccc2Cl)C1 (stereo not drawn) | i
COc1ccc(-c2ccc(=O)n(CCCC(=O)Nc3nc4ccc(C)cc4s3)n2)cc1 | i
CCNC(=O)C1Cc2ccccc2N1C(=O)c1ccc(S(=O)(=O)N(C)C)cc1 (stereo not drawn) | i
COc1cc(F)ccc1S(=O)(=O)NC1CC(C)(C)NC(C)(C)C1 | i
COc1c(C)cc(S(=O)(=O)NCC2CCN(Cc3ccco3)CC2)cc1C | i
COc1ccc(C(c2c(O)cc(C)[nH]c2=O)c2c(O)cc(C)[nH]c2=O)cc1OC | i
COCCN1COc2ccc3c(=O)c(-c4ccc(OC)c(OC)c4)coc3c2C1 | i
Cc1ccc(Nc2ccc(NC(=O)c3ccccc3Cl)cc2)nn1 | i
O=C(NCC1CCN(c2ccccn2)CC1)C(=O)Nc1ccc(OC(F)(F)F)cc1 | i
COc1ccc(C(=O)NCCc2ccsc2)cc1OC | i

2 entries picked at random from those above, as already listed:
Structure | GIRK2 act
Cc1nnc(NC(=O)CSc2ccc(NC(=O)c3ccccc3)nn2)s1 | i
Cc1cc(F)ccc1S(=O)(=O)NCC(C)(O)c1ccc2c(c1)OCO2 (stereo not drawn) | i

(list continues)
| SMILES | GIRK2 act |
| --- | --- |
| CC(C)OC(=O)Cn1nc2ccc(S(=O)(=O)N3CCCC3)cn2c1=O | i |
| O=C(CCCS(=O)(=O)c1ccccc1)N1CCN(c2nc3ccc([N+](=O)[O-])cc3s2)CC1 | i |
| COc1cn(CC(=O)Nc2ccc3c(c2)OCO3)c(CSc2nnnn2C)cc1=O | i |
| Cc1ccc(S(=O)(=O)N(C)c2ccsc2C(=O)Nc2cccc(C(C)C)c2)cc1 | i |
| Cn1nnc2c(N3CCN(C(=O)NCc4cccc5ccccc45)CC3)ncnc21 | i |
| O=C(/C=C/c1ccccc1)NCCN1CCn2cc(OCc3ccccc3)c(=O)cc2C1=O | i |
| Cc1nnc(CNC(=O)C2CN(C(=O)c3c[nH]c4ccccc34)C2)o1 | i |
| CC(C)c1nnc(C2CCN(S(=O)(=O)c3ccc(Br)s3)CC2)o1 | i |
| O=C1Nc2c(c(=O)[nH]c(=O)n2Cc2ccccc2)C(c2ccccc2)N1 (stereo not drawn) | i |
| COc1ccc(-c2cc(C(=O)O)c3[nH]c(C)nc3n2)c(OC)c1 | i |
| CN(C)C(CNC(=O)C(=O)NCc1ccc2c(c1)OCO2)c1ccco1 (stereo not drawn) | i |
| COC(=O)c1ccc(NC(=O)C(=O)NCC(C)(O)c2ccc(-c3ccccc3)cc2)cc1 (stereo not drawn) | i |
| Cc1cc(C)cc(NC(=O)C(=O)NCC(c2ccco2)N(C)C)c1 (stereo not drawn) | i |
| O=C(CN1CCC(c2cccs2)CC1)N1CCOCC1 | i |
| O=C(NCCc1ccsc1)c1cccc2ccccc12 | i |
| Cc1ccc(CNC(=O)Cn2nc(S(=O)(=O)c3ccc(C)cc3)ccc2=O)cc1 | i |
| O=C(Nc1ccc(N2CCCC2=O)cc1)c1cccc(Br)c1 | i |
| COc1ccc(CCNS(=O)(=O)c2cc3c4c(c2)CCN4C(=O)CC3)cc1 | i |
| CCn1nccc1C(=O)Nc1ccc(-c2nc3ccc(C)cc3s2)cc1 | i |
| O=C(Cn1nc(-c2ccco2)c2sc(N3CCCCC3)nc2c1=O)NCc1ccc(F)cc1 | i |
| O=C(NCC1COC2(CCCCC2)O1)c1cc2ccccc2oc1=O (stereo not drawn) | i |
| COc1ccc2nc(-c3ccc(C)c(NC(=O)C(C)Oc4ccccc4F)c3)cn2n1 (stereo not drawn) | i |
| Cc1nnc2ccc(N3CCN(C(=O)Nc4cc(Cl)ccc4Cl)CC3)nn12 | i |
| COc1ccc(S(=O)(=O)N2CCC(C(=O)Nc3ccc(F)cc3F)CC2)cc1 | i |
| Cc1ccc(Oc2ccc(NC(=O)C(C)Oc3ccccc3)cc2)nn1 (stereo not drawn) | i |
| CC1(C)N=C(c2ccccc2)C(=S)N1C(=O)c1ccc(Cl)c([N+](=O)[O-])c1 | i |
| COc1ccc(C(=O)Nc2ccc3nc[nH]c3c2)cc1OC | i |
| O=C(CN1CCN(c2ccc(Cl)cc2)C1=O)N1CCN(Cc2ccncc2)CC1 | i |
| CCOc1ccccc1NC(=O)Cn1c(=O)n(C(C)C)c(=O)c2nscc21 | i |
| COCCn1c(SCC(=O)Nc2ccc3c(c2)OCO3)nnc1-c1cn(C)nc1OC | i |
| COc1cccc(CNC(=O)C(=O)Nc2ccc3c(c2)N(S(C)(=O)=O)CCC3)c1 | i |
| Cc1cc(C)cc(NC(=O)Cn2nc(S(=O)(=O)c3ccccc3)ccc2=O)c1 | i |
| O=C(c1ccc(OC(F)(F)F)cc1)N1CCC(c2cccs2)CC1 | i |
| COc1ccc(OC)c(NC(=O)C(=O)NCCN2CCOC(c3ccccc3)C2)c1 (stereo not drawn) | i |
| Cc1ccccc1-c1ccc(N2CCC(C(=O)NC3CCCCCC3)CC2)nn1 | i |
| COC(=O)c1ccc(NC(=O)C(=O)NCC2CCN(C(=O)c3ccccc3F)CC2)cc1 | i |
| CCCc1cc(NCCCn2ccnc2)n2nc(C)c(-c3ccccc3)c2n1 | i |
| O=C(Cn1c(=O)n(Cc2ccccc2Cl)c(=O)c2nccnc21)Nc1ccc2c(c1)OCCO2 | i |
| Cc1cc(NC(=O)C(=O)NCCC(C)C)ccc1N1CCCC1=O | i |
| COCC(C)(O)CNC(=O)c1cc(-c2ccccc2)on1 (stereo not drawn) | i |
| Cc1cc(C)c2sc(N(Cc3cccnc3)C(=O)c3cc(C)no3)nc2c1 | i |
| O=c1ccc(-c2ccco2)nn1CCCNS(=O)(=O)c1ccccc1 | i |
| COc1ccc(OCc2nn3c(=O)c4ccccc4nc3n2N)cc1 | i |
| Cn1nc(-c2ccc(F)cc2)cc1C(=O)Nc1nn(C)c2c1C(c1ccco1)CC(=O)N2 (stereo not drawn) | i |
| Cc1ccc(C)c(S(=O)(=O)N2CCCN(CCn3cccn3)CC2)c1 | i |
| O=C(NN1CCOCC1)c1ccc(N2CCC(Cc3ccccc3)CC2)nn1 | i |
| O=[N+]([O-])c1ccccc1OCC(O)CN1CCN(c2ccccc2F)CC1 (stereo not drawn) | i |
| COC(=O)C1CCN(C(=O)Cc2cc(-c3ccc(OC)c(OC)c3)on2)CC1 | i |
| Cc1nc(NCCNS(=O)(=O)c2ccc(C(F)(F)F)cc2)cc(N2CCOCC2)n1 | i |

Compounds shown so far containing a tert-butyl group, in the order listed:
| SMILES | GIRK2 act |
| --- | --- |
| CC(C)(C)NC(=O)N1CCC(CNC(=O)C(=O)Nc2cccnc2)CC1 | i |
| CC(C)(C)n1ncc2c(=O)n(NC(=O)c3cc(=O)c4ccccc4o3)cnc21 | i |

The list is partial, so the mix of outcomes need not match the whole.
